TWEAK-Fn14 inh = inhibitors of TWEAK-Fn14 interaction signaling; hit rate 2% among 360,000; inhibition, % at 10 µM; AID 1159606; TWEAK-stimulated Fn14 reporter cells, luciferase luminescence, 8 h; in the data active means inhibition above about 50%
TROY signal inh = inhibitors of TROY-dependent NF-kB signaling; Q293 LMP1-TROYcd NF-kB luciferase reporter, 4 h; inhibition, % at 10 µM; hit rate 0.98% among 360,000;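 active means compounds whose plate-normalised and pattern-corrected inhibition of the luciferase reporter signal at the single screening dose is 50% or more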
SRC1 inh = inhibitors of human steroid receptor coactivator 1 (SRC1) | Q15788 | AID 588354 | inhibition, % at 3.6 µM | hit rate 0.12% among 360,000 | HEK293 GAL4-SRC1 luciferase reporter, luminescence;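 active means inhibition above the campaign mean plus 3 SD, with each screening campaign given its own cutoff, cut at about 60% in these data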;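 further: 0% = DMSO treated cells and 100% = gossypol at 36 µM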
KKLEB tox = CF airway cell cytotoxicity counter-screen; AID 602141; hit rate 0.36% among 360,000; activity change (cytotoxicity), % at 5 µM; KKLEB CF airway cells viability, ATPlite luminescence, overnight; stronger effect = lower value; cells stimulated with P. aeruginosa culture filtrate;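 active means corrected activity change at or below -50% at 5 µM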
SRC3 inh = inhibitors of human steroid receptor coactivator 3 (SRC3); HEK293 GAL4-SRC3 luciferase reporter, luminescence; inhibition, % at 3.6 µM; hit rate 0.17% among 360,000; AID 588352;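 active means inhibition above a per-campaign cutoff, the mean of all compounds plus 3 SD, cut at about 60% in these data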;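 further: 0% = DMSO-treated cells and 100% = gossypol-treated cells at 36 µM; higher means less SRC3-driven luciferase light from the GAL4 reporter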
C8 TRAIL sens = caspase-8 TRAIL sensitization. NB7+C8 cells + TRAIL, ATPlite viability luminescence. inhibition (viability loss, TRAIL sensitization), % at 10 µM. hit rate 1% among 360,000. AID 624354;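 active means compounds causing at least 50% loss of cell viability in the single-dose screen, relative to plate controls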
NR2F2 inh = NR2F2 (human) inhibition, primary screen; inhibition, % at 8.6 µM; HEK293T NGFI-A luciferase reporter, luminescence; hit rate 0.7% among 370,000; P24468;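 active means inhibition above a per-plate cutoff, mean inhibition of test wells between control levels plus 3 SD, cut at about 38% in these data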;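 further: cells cotransfected with COUP-TFII expression vector driving the NGFI-A reporter; 0% = median of COUP-TF2 test wells and 100% = reporter-only cells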
Target sequence (P24468 whole entry, looked up): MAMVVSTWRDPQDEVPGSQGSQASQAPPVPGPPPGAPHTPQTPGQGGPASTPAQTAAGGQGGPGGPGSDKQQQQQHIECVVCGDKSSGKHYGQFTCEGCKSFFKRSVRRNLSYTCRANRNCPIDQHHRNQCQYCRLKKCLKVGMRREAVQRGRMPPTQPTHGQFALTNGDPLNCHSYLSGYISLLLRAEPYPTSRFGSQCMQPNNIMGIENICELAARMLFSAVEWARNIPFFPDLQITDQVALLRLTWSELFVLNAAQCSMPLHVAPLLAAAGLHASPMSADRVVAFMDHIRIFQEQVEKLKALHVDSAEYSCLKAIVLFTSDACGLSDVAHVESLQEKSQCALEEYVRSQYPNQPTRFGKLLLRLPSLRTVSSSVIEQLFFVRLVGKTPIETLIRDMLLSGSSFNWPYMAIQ
LRH-1 inv ag = NR5A2 inverse agonism in reporter assay | AID 602396 | HEK293T StAR-luciferase reporter, LRH-1 transfected, 24 h | inhibition, % at 3.6 µM | hit rate 0.13% among 360,000;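 active means inhibition above the mean inhibition of all tested compounds plus 3 SD, cut at about 73% in these data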;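 further: 0% = DMSO wells and 100% = reporter-only cells lacking LRH-1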
Target sequence (O00482 whole entry, looked up): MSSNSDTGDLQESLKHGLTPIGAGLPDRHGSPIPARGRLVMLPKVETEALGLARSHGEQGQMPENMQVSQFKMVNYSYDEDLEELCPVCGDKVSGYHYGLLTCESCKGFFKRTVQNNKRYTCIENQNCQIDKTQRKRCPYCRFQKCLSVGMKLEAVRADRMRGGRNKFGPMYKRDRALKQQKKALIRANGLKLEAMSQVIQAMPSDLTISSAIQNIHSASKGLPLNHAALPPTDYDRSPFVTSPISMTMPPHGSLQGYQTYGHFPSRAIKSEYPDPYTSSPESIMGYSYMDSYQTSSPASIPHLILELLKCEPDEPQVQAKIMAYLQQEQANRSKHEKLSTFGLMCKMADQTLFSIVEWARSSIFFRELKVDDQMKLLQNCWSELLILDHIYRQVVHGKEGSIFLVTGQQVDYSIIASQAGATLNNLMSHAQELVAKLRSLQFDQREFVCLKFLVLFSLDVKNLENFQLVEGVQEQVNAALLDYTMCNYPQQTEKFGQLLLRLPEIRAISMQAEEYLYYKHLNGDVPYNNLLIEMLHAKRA
EBV LMP1 NFkB = inhibitors of Epstein-Barr LMP1-induced NF-kappaB reporter; LMP1-induced NF-kappaB luciferase reporter cells, luminescence; inhibition, % at 12.5 µM; hit rate 0.69% among 350,000; AID 504558; in the data active means inhibition above about 41%;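 further: 0% = neutral control wells and 100% = reference inhibitor control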
CF NFkB block = cystic fibrosis NF-kB activation inhibition; KKLEB NF-kB-GFP reporter, PAF-induced, GFP fluorescence overnight; inhibition, % at 5 µM; hit rate 0.86% among 360,000;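 active means at least 50% inhibition at 5 µM, scaled per plate between neutral and stimulator controls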;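 further: PAF is a Pseudomonas aeruginosa culture filtrate used as stimulus; plate controls were PAF-stimulated DMSO wells for no effect and unstimulated DMSO wells for full effect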
SRC2 inh = inhibits human steroid receptor coactivator 2. Q15596. HEK293 GAL4-SRC2 luciferase reporter, luminescence. inhibition, % at 9 µM. hit rate 0.17% among 370,000;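 active means inhibition above the mean inhibition of all tested compounds plus 3 SD, set per campaign, cut at about 52% in these data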;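 further: 0% = DMSO treated cells and 100% = cells given Gossypol at 36 µM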
Starred values were filed as active, the others as inactive; · = no result given.

SMILES	TWEAK-Fn14 inh	TROY signal inh	SRC1 inh	KKLEB tox	SRC3 inh	C8 TRAIL sens	NR2F2 inh	LRH-1 inv ag	EBV LMP1 NFkB	CF NFkB block	SRC2 inh
Cc1n[nH]c(=O)c2c(NC(=O)CSc3nncs3)oc(C)c12	-12	4	3	1	-5	-2	-17	-24	-10	-6	6
Cc1ccc(NC(=O)CSc2nnc(CNC(=O)C34CC5CC(CC(C5)C3)C4)n2-c2ccc(F)cc2)cc1	28	11	18	-1	-3	-7	11	9	-5	11	-23
O=C(CCN1CCOCC1)NNC(=O)c1ccc(Cl)c([N+](=O)[O-])c1	18	1	-8	0	-18	-5	-8	2	-4	25	1
Cc1ccc(Cc2nnc(SCC(=O)Nc3ccccc3)n(N)c2=O)cc1	-5	-4	-3	26	7	-3	7	-18	-1	-31	-9
C=CC[C@H](CC(=O)N[C@H](CO)Cc1ccccc1)C(=O)N[C@@H](COC(=O)[C@@H](CC=C)CC(=O)OC(C)(C)C)Cc1c[nH]c2ccccc12	24	27	2	9	5	12	17	15	6	2	-25
COc1ccccc1NS(=O)(=O)c1cc(NC(=O)c2ccc(Cl)nc2)ccc1N1CCCC1	32	-26	13	11	5	13	·	-12	5	7	·
CCO[C@H]1OC(C(=O)N2CCN(C)CC2)=C[C@@H](C(C)(C)C)[C@@H]1CCCO	4	-4	3	-1	-2	4	-2	-20	-1	-34	-7
C#CCN(CC=C)C(=O)C1CCC(=O)N(CCCc2ccccc2)C1 (stereo not drawn)	-14	10	-4	2	-7	-8	-6	1	-4	0	0
COc1ccc2ccccc2c1/C=N/NC(=O)c1cccc([N+](=O)[O-])c1	-25	-11	14	-1	4	-2	-1	1	0	15	-2
C#CCN1C(=O)C2C(C(=O)NC)C3C=CC2(O3)C1C(=O)NCc1ccc(OC)cc1 (stereo not drawn)	4	9	5	1	4	7	6	2	-3	3	4
COc1cc(S(=O)(=O)N2CCN(c3ccccc3F)CC2)c(OC)cc1Cl	-21	11	-7	1	-13	18	18	-48	-9	-12	1
O=C(Nn1c(COc2ccccc2)nc2ccccc2c1=O)C(Cl)(Cl)Cl	3	-35	-8	-1	-21	8	-14	-6	-10	2	-3
CCOc1cc(C)c(S(=O)(=O)NCc2ccccn2)cc1C	1	4	14	-4	3	2	9	4	4	15	-14
O=c1cc(CNc2cc(C(F)(F)F)cc(C(F)(F)F)c2)nc2sccn12	-1	14	3	-18	35	2	5	37	-7	6	2
CCSc1nnc(-c2cc(Br)ccc2N=Cc2c(C)[nH]n(-c3ccccc3)c2=O)c(=O)[nH]1	-3	-13	-15	-9	7	-2	-25	-20	1	-10	14

Laid out differently: results already given.
Compound,TWEAK-Fn14 inh,TROY signal inh,SRC1 inh,KKLEB tox,SRC3 inh,C8 TRAIL sens,NR2F2 inh,LRH-1 inv ag,EBV LMP1 NFkB,CF NFkB block,SRC2 inh
Cc1n[nH]c(=O)c2c(NC(=O)CSc3nncs3)oc(C)c12,-12,4,3,1,-5,-2,-17,-24,-10,-6,6
Cc1ccc(NC(=O)CSc2nnc(CNC(=O)C34CC5CC(CC(C5)C3)C4)n2-c2ccc(F)cc2)cc1,28,11,18,-1,-3,-7,11,9,-5,11,-23
O=C(CCN1CCOCC1)NNC(=O)c1ccc(Cl)c([N+](=O)[O-])c1,18,1,-8,0,-18,-5,-8,2,-4,25,1
Cc1ccc(Cc2nnc(SCC(=O)Nc3ccccc3)n(N)c2=O)cc1,-5,-4,-3,26,7,-3,7,-18,-1,-31,-9
C=CC[C@H](CC(=O)N[C@H](CO)Cc1ccccc1)C(=O)N[C@@H](COC(=O)[C@@H](CC=C)CC(=O)OC(C)(C)C)Cc1c[nH]c2ccccc12,24,27,2,9,5,12,17,15,6,2,-25
COc1ccccc1NS(=O)(=O)c1cc(NC(=O)c2ccc(Cl)nc2)ccc1N1CCCC1,32,-26,13,11,5,13,·,-12,5,7,·
CCO[C@H]1OC(C(=O)N2CCN(C)CC2)=C[C@@H](C(C)(C)C)[C@@H]1CCCO,4,-4,3,-1,-2,4,-2,-20,-1,-34,-7
C#CCN(CC=C)C(=O)C1CCC(=O)N(CCCc2ccccc2)C1 (stereo not drawn),-14,10,-4,2,-7,-8,-6,1,-4,0,0
COc1ccc2ccccc2c1/C=N/NC(=O)c1cccc([N+](=O)[O-])c1,-25,-11,14,-1,4,-2,-1,1,0,15,-2
C#CCN1C(=O)C2C(C(=O)NC)C3C=CC2(O3)C1C(=O)NCc1ccc(OC)cc1 (stereo not drawn),4,9,5,1,4,7,6,2,-3,3,4
COc1cc(S(=O)(=O)N2CCN(c3ccccc3F)CC2)c(OC)cc1Cl,-21,11,-7,1,-13,18,18,-48,-9,-12,1
O=C(Nn1c(COc2ccccc2)nc2ccccc2c1=O)C(Cl)(Cl)Cl,3,-35,-8,-1,-21,8,-14,-6,-10,2,-3

Continued:
SMILES	TWEAK-Fn14 inh	TROY signal inh	SRC1 inh	KKLEB tox	SRC3 inh	C8 TRAIL sens	NR2F2 inh	LRH-1 inv ag	EBV LMP1 NFkB	CF NFkB block	SRC2 inh
Cc1ccc(-c2noc(CCC(=O)NC3CC3)n2)cc1	-10	-6	-20	1	-19	-12	-10	-8	-2	-5	-31
O=C(Cn1ncc2c(=O)oc3ccccc3c21)NCCN1CCN(c2ccccc2F)CC1	-40	-9	-36	4	2	4	-10	5	-16	-9	8
CCN1CCN(C(=O)COCc2cc(-c3ccc4c(c3)OCO4)on2)CC1	14	-1	-29	-4	14	8	-19	-10	-3	-12	-7
CCOc1ccc(N2CC(C(=O)Nc3nnc(Cc4ccc(OC)cc4)s3)CC2=O)cc1 (stereo not drawn)	8	14	-2	8	3	0	0	0	8	-5	-22
c1ccc2c(c1)nnn2-c1ncnc2sccc12	-5	-39	-60	2	-42	-2	-39	-15	-23	-53	-51
CCC(Cc1ccccc1)NC(=O)C1CCN(S(=O)(=O)c2ccc3c(c2)CC(C)N3C(C)=O)CC1 (stereo not drawn)	12	9	1	-6	-1	-2	20	3	-2	11	2
Cc1nn(C)c(C)c1S(=O)(=O)N1CCC(C(=O)NC(C)c2ccccc2)CC1 (stereo not drawn)	-6	-16	-11	-6	16	-9	-38	-1	4	8	-27
Cc1ccnc(NC(=S)NC(=O)/C=C/c2ccccc2)c1	-15	-43	-7	1	-47	-4	-10	-31	-14	-1	-28
O=c1cc(Nc2ccc3c(c2)OCCO3)[nH]c(=O)n1-c1ccc(Br)cc1	44	31	-14	3	-14	-11	-2	17	7	8	-15
O=C(OC(C(=O)NCc1cccs1)c1ccccc1Cl)c1ccco1 (stereo not drawn)	2	-3	-10	-3	-1	-21	-11	12	2	2	-8
COc1ccc(C2Nc3ccccc3C(=O)N2c2ccc(Cl)cc2)cc1Cn1cc([N+](=O)[O-])cn1 (stereo not drawn)	5	-38	-114	-1	-88	19	-43	-165	-29	23	-33
C/C(Cc1ccccc1)=N\NC(=O)CNC(=O)c1ccc(Cl)cc1	2	-16	-5	6	8	-9	20	-3	11	-17	-5
O=C(CN1C(=O)c2ccccc2S1(=O)=O)NCCSCc1c(F)cccc1Cl	-16	-3	-51	-5	1	-2	15	9	-2	1	-24
Cc1cc(C)c2nc(SC(C)C#N)cc(C)c2c1 (stereo not drawn)	16	6	-19	1	12	2	-10	5	-1	3	5
CN(C)CCNC(=O)Cn1nc(C(F)F)cc1C1CC1	8	9	4	3	15	6	-9	22	2	15	11
COc1ccccc1NC(=S)NC(=O)/C=C/c1cccs1	-7	6	-39	10	3	-19	-1	8	-7	-6	3
CC1(C)CC(NC(=O)c2ccccc2C(=O)NC2CC(C)(C)NC(C)(C)C2)CC(C)(C)N1	2	9	-6	4	7	-3	-4	5	3	-14	10
O=C(Nc1ccccc1C(=O)Nc1ccc(Cl)cc1)c1cccnc1	2	21	-24	7	-13	4	6	-23	9	-5	3
COc1cccc(CN2CCC(C)(Oc3cccc(Cl)c3)C2)c1OC (stereo not drawn)	2	-3	5	-2	3	-1	9	17	·	-3	-11
O=C(Oc1ccccc1Cl)c1ccccc1P(=O)(O)O	-29	-21	10	8	13	-4	3	6	-7	0	3
COc1ccccc1NC(=S)NNC(=O)c1ccccc1Br	-30	-48	-50	-9	-35	11	-34	-106	11	1	-5
Cc1cc(=O)oc2cc(OC(C)C(=O)Nc3nccs3)ccc12 (stereo not drawn)	11	-2	-3	-13	2	-1	19	12	5	17	-4
C[C@H]1CN([C@@H](C)CO)C(=O)CCCn2nncc2CO[C@@H]1CN(C)S(=O)(=O)c1ccc2ccccc2c1	-7	-4	1	-1	-9	-1	-7	11	-2	3	5
CSc1cccc(CNC(=O)CC2C(=O)NCCN2CC(C)(C)C)c1 (stereo not drawn)	1	7	-34	17	17	-3	8	8	-4	-5	6
CS(=O)(=O)Nc1ccc(C(=O)N2CCc3ccccc3C2)cc1	-50	-21	8	6	5	-4	15	-5	-1	-9	-9
CC(=O)c1cccc(-c2ccnc3c2CC(C(=O)Nc2cccc(C(F)(F)F)c2)O3)c1 (stereo not drawn)	48	38	-12	-8	-1	14	22	2	·	3	0
CCC(=O)Nc1nc(C)c(-c2csc(Nc3cccc(O)c3)n2)s1	6	-9	-24	-4	41	-31	14	12	-12	62*	-8
Cc1ccc2cc(C#N)c(NCCCNC(=O)C3CCCO3)nc2c1 (stereo not drawn)	3	3	4	-6	1	-14	22	-9	5	-5	-10
CC(=O)Nc1cccc(NC(=O)CCNC(=O)c2ccc(Cl)cc2)c1	4	-15	10	3	-4	-9	8	-14	-2	-6	-14
CCCCOC(=O)Nc1ccc(S(=O)(=O)Nn2cnnc2)cc1	0	-2	0	-12	7	-14	6	16	-1	5	-7
O=C(NCCc1ccccn1)C1CC(=O)N(Cc2ccccc2Cl)C1 (stereo not drawn)	5	2	-7	-7	11	2	-8	-2	3	0	4
COc1ccc(C2Nc3ccccc3C(=O)N2Cc2ccccc2)cc1CN1CCOCC1 (stereo not drawn)	-14	8	-11	6	22	12	4	3	5	1	22
CC1(C(=O)N/N=C/c2cc3c(cc2Br)OCO3)CC1(Br)Br (stereo not drawn)	1	-5	-9	-2	21	-13	8	2	-9	7	3
CCS(=O)(=O)c1ccc2oc(Nc3cc(Cl)ccc3OC)nc2c1	28	-12	-10	-3	13	-3	1	15	-25	-5	-25
Cc1cc(NC(=O)COc2ccc([N+](=O)[O-])cc2)no1	-30	-25	-10	-5	5	11	16	3	-4	0	3
CN(C)CCOc1ccc(C(C)(C)c2ccccc2)cc1	11	5	2	5	-15	13	12	-4	-9	-2	5
COc1ccc(N2CCN(C(=O)CSc3nc(C)cs3)CC2)cc1	-6	2	0	7	0	-12	-19	-2	-4	5	-20

Source: PubChem (several laboratories)
